CHT allo act: CHT positive allosteric modulators, primary screen, cell-based, membrane potential dye, choline EC20 | actives 0.49% (n = 310,000) | CHT-expressing cells; stronger effect = higher value; LV-AA mutant CHT in HEK293 cells | High affinity choline transporter 1 (Homo sapiens), Q9GZV3 | AID 488977, 2010 | B-score at 10 µM;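 active = initial fluorescence not abnormally high and integrated response B-score, plate-corrected, over 3 SD above library mean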
Target sequence (Q9GZV3 whole entry, looked up): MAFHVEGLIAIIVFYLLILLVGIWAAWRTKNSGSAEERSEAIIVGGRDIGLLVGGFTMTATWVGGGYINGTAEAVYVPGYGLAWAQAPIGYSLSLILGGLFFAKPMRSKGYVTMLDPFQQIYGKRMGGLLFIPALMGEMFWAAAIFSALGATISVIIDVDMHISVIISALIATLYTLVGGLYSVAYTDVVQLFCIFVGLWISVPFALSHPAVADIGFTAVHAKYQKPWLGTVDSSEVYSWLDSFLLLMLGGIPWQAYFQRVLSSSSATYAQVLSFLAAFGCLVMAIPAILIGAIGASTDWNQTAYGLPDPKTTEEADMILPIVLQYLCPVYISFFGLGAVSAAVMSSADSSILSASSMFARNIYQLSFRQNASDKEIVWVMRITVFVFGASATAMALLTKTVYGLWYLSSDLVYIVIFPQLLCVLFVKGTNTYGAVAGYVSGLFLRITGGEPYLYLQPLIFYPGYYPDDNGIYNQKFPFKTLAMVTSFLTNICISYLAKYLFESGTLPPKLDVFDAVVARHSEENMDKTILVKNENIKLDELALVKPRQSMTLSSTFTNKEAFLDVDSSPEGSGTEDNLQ
CHT inh: inhibitors of human choline transporter CHT | CHT-expressing cells, membrane potential dye, choline response; stronger effect = lower value | B-score at 10 µM | actives 0.86% (n = 310,000);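 active = B-score over 3 SD under the library average, and starting fluorescence ratio not unusually high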;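 note: choline stimulus applied at its EC90 after an EC20 pre-addition; B-score computed on integrated fluorescence ratio after choline addition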
* hit, by the source's call; i = inactive. Not a hit list; 1.5% or so of the library scored in one or more.

Fields – CHT allo act	CHT inh
O=C(CN1C(=O)C2CCCCC2C1=O)OCn1nnc2ccccc2c1=O (stereo unspecified)
  i	i
CCOc1ccc(C(=O)N(CN2CCCC2=O)c2cccc(Cl)c2)cc1
  i	i
CC(C)(C(N)=O)c1ccccc1
  i	i
O=c1[nH]c(SCCN2CCOCC2)nc(O)c1-c1ccccc1
  i	i
C#CCNC(=O)C1=C[C@H](c2ccc(C#C)cc2)C[C@H](OCc2ccc(CO)cc2)O1
  i	i
CN(C)N1C(N)=C(C#N)C(c2ccsc2)C2=C1CCCC2=O (stereo unspecified)
  i	i
O=C(Nc1cc(Cl)ccc1N1CCOCC1)c1cc2ccccc2o1
  i	i
Cc1cn2c(nc1=O)OC1C(O)C(COC(=O)c3ccccc3)OC12 (stereo unspecified)
  i	i
CCOc1ccc(CN2CCNC(=O)C2CC(=O)NCc2ccccn2)cc1 (stereo unspecified)
  i	i
CC1=NN(c2ccc(Br)cc2)C(=O)/C1=C/c1ccc(-c2ccccc2C(=O)O)o1
  i	-7.2*
CC1CCCN(C(=O)C2(NC(=O)Nc3cccc(F)c3)CCCCC2)C1 (stereo unspecified)
  i	i
O=C1CCC(/C=C/c2ccccc2)=NN1
  i	i
COC(=O)c1ccc(/C=N/NC(=O)C(=O)N2CCCCCC2)cc1
  i	i
CC(Sc1nnc(Nc2ccccc2)s1)C(=O)Nc1nc(-c2ccccc2)cs1 (stereo unspecified)
  i	i
CCOC(=O)c1sc(-c2ccc(Br)cc2)cc1N
  i	i

Reformatted: results already given.
> O=C(Nc1cc(Cl)ccc1N1CCOCC1)c1cc2ccccc2o1
  CHT allo act: i | CHT inh: i
> COC(=O)c1ccc(/C=N/NC(=O)C(=O)N2CCCCCC2)cc1
  CHT allo act: i | CHT inh: i
> CCOc1ccc(C(=O)N(CN2CCCC2=O)c2cccc(Cl)c2)cc1
  CHT allo act: i | CHT inh: i
> CC1=NN(c2ccc(Br)cc2)C(=O)/C1=C/c1ccc(-c2ccccc2C(=O)O)o1
  CHT allo act: i | CHT inh: -7.2*

Among those listed so far, four have four or more nitrogen atoms.
Fields – CHT allo act	CHT inh
O=C(CN1C(=O)C2CCCCC2C1=O)OCn1nnc2ccccc2c1=O (stereo unspecified)
  i	i
CN(C)N1C(N)=C(C#N)C(c2ccsc2)C2=C1CCCC2=O (stereo unspecified)
  i	i
CCOc1ccc(CN2CCNC(=O)C2CC(=O)NCc2ccccn2)cc1 (stereo unspecified)
  i	i
CC(Sc1nnc(Nc2ccccc2)s1)C(=O)Nc1nc(-c2ccccc2)cs1 (stereo unspecified)
  i	i

Continuation:
Fields – CHT allo act	CHT inh
O=C(NCc1n[nH]c(=S)n1-c1ccc(Cl)c(Cl)c1)c1ccco1
  i	i
CC(C)c1nc2c([nH]1)c(=O)n(C)c(=O)n2C
  i	i
CC(=O)Nc1c(Nc2ccccc2)c2ccccc2oc1=O
  i	i
O=C(NNC(=S)Nc1ccccc1)c1cc(Br)ccc1Cl
  i	-5.8*
Cc1nc(Nc2ccccc2)sc1C(=O)c1ccccc1
  i	i
O=C(Nc1cccnc1)c1ccc(COc2ccccc2Br)cc1
  i	i
CCN(Cc1ccccc1OC)CC1CCCN(CCc2cccc(OC)c2)C1 (stereo unspecified)
  i	i
Cc1cccc(N2CCN(C(=O)c3cccc(N4C(=O)C5C6C=CC(C6)C5C4=O)c3)CC2C)c1 (stereo unspecified)
  i	i
COc1cc(/C=N/NC(=O)C2CCN(CC(O)COCc3ccccc3)CC2)cc(OC)c1OC (stereo unspecified)
  i	i
COCCn1c(SCc2ccc(F)cc2)nc2ccccc2c1=O
  i	i
FC(F)(F)c1cccc(NC(=S)N2CCCC2)c1
  i	i
Cc1cccc(-c2ncc(CN3CCN(CC(C)C)C(CCO)C3)cn2)c1 (stereo unspecified)
  i	i
Nc1c(N(Cc2ccccc2)C(=O)COc2cccc(Cl)c2)c(=O)[nH]c(=O)n1Cc1ccccc1
  i	i
CN1C(=O)C2(Nc3ccccc3-c3nc4ccccc4n32)c2ccccc21 (stereo unspecified)
  i	i
COc1ccc(CNC(=O)C2CCN(c3nc(OC)nc(OC)n3)CC2)cc1
  i	i

New compounds follow.
Fields – CHT allo act	CHT inh
CCCCCCOC(=O)Cc1c(C)nc(-c2ccccc2)[nH]c1=O
  i	i
COc1ccc(CCNC(=O)Nc2cc(F)c(F)cc2Cl)cc1OC
  i	i
CSc1ccccc1NC(=S)Nc1cccc(C(F)(F)F)c1
  i	i
Cn1c(SCC(=O)NCc2ccc3c(c2)OCO3)nnc1-c1c[nH]c2ccccc12
  i	i
Nc1c(C(=O)N/N=C/c2ccc([N+](=O)[O-])cc2)sc2nnc(-c3ccccc3)c(-c3ccccc3)c12
  i	i
C=CCn1c(SCc2nc3ccccc3c(=O)[nH]2)nc2ccccc2c1=O
  i	i
COCCn1c(=O)[nH]c2cc(C(=O)NCCc3ccc(S(N)(=O)=O)cc3)ccc2c1=O
  i	i
CN/C(=C\[N+](=O)[O-])NCCSCc1ccc(CN(C)C)o1
  i	i
CCOC(=O)Cc1c(Sc2ccccc2)c2cc(C)ccc2n1C
  i	i
Cc1cc(NC2CCCCC2)nc2ccccc12
  i	i
Cc1ccc(-n2c(C)cc(C(=O)OCC(=O)N(C)C3CCS(=O)(=O)C3)c2C)cc1 (stereo unspecified)
  i	i
Cc1ccc(NC(=O)c2cc(N3C(=O)C=CC3=O)ccc2Cl)cc1C
  i	i
COc1ccc(OC)c(C(c2nnnn2Cc2ccccc2)N2CCN(C3CCCCC3)CC2)c1 (stereo unspecified)
  i	i
COCCn1c(-c2ccco2)nc2nc3ccccc3nc21
  i	i
O=C(CCc1ccccc1)NC(=S)Nc1ccccc1Br
  i	i

Continued.
Fields – CHT allo act	CHT inh
CCOC(=O)C1(CCc2ccccc2)CCN(Cc2nccn2CC)CC1
  i	i
CCc1cc(-c2nnc(SCC(=O)NC3CC3)n2C)cs1
  i	i
Cc1ccc(N(CC(=O)N/N=C/c2cccs2)S(C)(=O)=O)cc1
  i	i
O=C(O)c1ccccc1SC1CC(=O)N(c2ccc3c(c2)OCO3)C1=O (stereo unspecified)
  i	i
Cc1ccccc1NC(=O)Nc1nnc(CC(=O)NCc2ccccc2)s1
  i	i
COc1ccc(CCC(=O)NNC(=S)NCc2ccc(F)cc2)cc1
  i	i
COc1cc(/C=N\Nc2nc(-c3ccc(C)cc3)c(NC(C)=O)s2)ccc1O
  i	i
CC(C)(C)C(=O)CSc1ncnc2c1cnn2-c1ccccc1
  i	i
CO/N=C(\N)c1nonc1N
  i	i
O=C1NC2(CCCCCC2)C(=O)N1Cc1ccccc1Br
  i	i
Cc1cc(/C=N/NC(=O)C(=O)NCc2ccccn2)c(C)n1-c1cccc(Br)c1
  i	i
COc1ccccc1NC(=S)Nc1ccc2cn[nH]c2c1
  i	i
CC[C@H](C)Cc1cn([C@@H](CCCCN)C(=O)NCCCCCCCCCCC(=O)N2CCNCC2)nn1
  i	i
Cc1cccc(OCCn2c(NC(=O)c3ccco3)nc3ccccc32)c1
  i	i
O=C(Nc1cccc(O)c1)c1ccc(Br)c(S(=O)(=O)N2CCCCC2)c1
  i	i

Following part:
SMILES | CHT allo act | CHT inh
COc1ccc2c(c1)CC/C2=N\OC(=O)c1cccc(C)c1 | i | i
COc1cc(C)c(C)cc1S(=O)(=O)NC1CC(C)(C)NC(C)(C)C1 | i | i
COCCn1nnnc1CN(Cc1ccco1)Cc1cc2cc3c(cc2[nH]c1=O)OCO3 | i | i
C[C@H](NC(=O)C1CC(=O)N(c2ccc3c(c2)OCCO3)C1)C(=O)NC1CCCC1 (stereo partly specified) | i | i
CCC(=O)N1CCN(c2ccc(NC(=O)c3ccco3)cc2)CC1 | i | i
COc1ccc(NC(=O)c2csc3c2CCCC3)cc1 | i | i
COc1ccc(NS(=O)(=O)c2ccc3c(c2)CCC(=O)N3)c(OC)c1 | i | i
CN(Cc1ccccc1F)c1nc(-c2cccnc2)nc2ccccc12 | i | i
CCOc1ccc(C2/C(=C(\O)c3ccc4c(c3)OCCO4)C(=O)C(=O)N2Cc2cccnc2)cc1OCC (stereo unspecified) | i | i
CCc1nccn1S(=O)(=O)c1ccc2ccc(C)cc2c1 | i | i
CCNC(=S)N(CCc1c(C)[nH]c2ccc(F)cc12)Cc1cccnc1 | i | i
O=C(Cc1ccccc1)N1CCc2[nH]nc(-c3ccccc3)c2C1 | i | i
N/C(Cn1cncn1)=N\OC(=O)c1ccc(Cl)cc1Cl | i | i
Cc1ccc(COc2ccc(-c3nnco3)cc2)cc1 | i | i
O=C(CCc1ccccc1)c1c(O)cc(O)cc1O | i | -7.9*

Following part:
SMILES | CHT allo act | CHT inh
O=C(Nc1ccc(NC(=O)C2CC2)nc1)c1ccccc1F | i | i
O=C(N/N=C/c1ccccn1)c1cccnc1 | i | i
CN(C)Cc1c(O)ccc2ccccc12 | i | i
Cc1ccc(-n2c(Cn3c(C)nc4ccccc43)n[nH]c2=S)cc1 | i | i
Cc1nnc(C)n1/N=C/c1cccc([N+](=O)[O-])c1 | i | i
CCn1cc(C(=O)N2CCN(c3ccccc3)CC2)c(=O)c2cc(S(=O)(=O)N3CCOCC3)ccc21 | i | i
COc1ccc(C(=O)N2CCN(C3CCCCC3)CC2)c(OC)c1 | i | i
CCCS(=O)(=O)n1nc(-c2ccc(OC)cc2OC)cc1N | i | i
CCn1c(NC(C)=O)nc2ccccc21 | i | i
O=C(O)/C=C/C(=O)c1c(-c2ccccc2)[nH]c2ccccc12 | i | i
Cc1cccn2c(=O)c3cc(C(=O)NCc4ccco4)c(=N)n(CCOCCO)c3nc12 | i | i
Nc1ccc(Cl)c(S(=O)(=O)Nc2ccccc2Cl)c1 | i | i
CCC(=O)Nc1ccc(C(=O)N/N=C/c2cccnc2)cc1 | i | i
Cc1ccc(S(=O)(=O)NC(C)C(c2cccs2)N2CCOCC2)cc1 (stereo unspecified) | i | i
Cc1cccc(C(=O)N[C@H](C(=O)Nc2nc3ccccc3[nH]2)C(C)C)c1 | i | i

Other compounds
SMILES | CHT allo act | CHT inh
CCOc1ccc(CCNC(=O)CN2CCN(Cc3ccccc3F)C2=O)cc1OCC | i | i
O=S(=O)(CCN1CCOCC1)c1ccc(Oc2ccc(S(=O)(=O)CCN3CCOCC3)cc2)cc1 | i | i
CCOC(=O)c1cc(CC)sc1NC(=O)C1CC(=O)NN1Cc1ccccc1 (stereo unspecified) | i | i
O=C(CCC(=O)OCCCC(F)(F)C(F)(F)F)NC1CCCCC1 | i | i
Cc1cc(Cl)ccc1OCCCC(=O)N1CCCCC1 | i | i
CCc1ccc(S(=O)(=O)Nc2c(NC3CCCCC3)c3ccccc3oc2=O)cc1 | i | i
Cc1ccc(-n2c(C)cc(C(=O)CN3C(=O)C(=O)N(C4CCCC4)C3=O)c2C)cc1 | i | i
COc1ccc(-c2nc3nc(N)nn3cc2C)cc1F | i | i
Cc1ncc(CO)c(/C=N/N=C/c2ccccc2O)c1O | i | i
O=C(O)CSc1nnc(-c2cccnc2)n1Cc1ccccc1 | i | i
CCCc1cc(=O)[nH]c(SCC(=O)Nc2ccc([N+](=O)[O-])cc2C#N)n1 | i | i
O=C(CN1CCC(C(=O)c2ccc3c(c2)OCCO3)CC1)NCc1ccc(F)cc1 | i | i
CCc1ccc(/C=N/NC(=O)c2cc(C3CC3)nc3ccccc23)s1 | i | i
CC(=O)c1ccc(NC(=O)NC2CCCc3ccccc32)cc1 (stereo unspecified) | i | i
O=C(c1cccc(F)c1)N1CCC(N2CCOCC2)CC1 | i | i

(next part)
SMILES | CHT allo act | CHT inh
O=C(O)CN(c1ccccn1)S(=O)(=O)c1ccc(Cl)cc1 | i | i
COc1ccc(-c2cnnn2-c2ccc(NC(=O)c3ccc(S(=O)(=O)N4CCCCC4)cc3)cc2)cc1 | i | i
CN(C)S(=O)(=O)c1ccc(NC(=O)CSc2nc3ccccc3n2-c2ccccc2)cc1 | i | i
Cc1ccc(NC(=O)CSc2sc3c(O)cc(=O)[nH]c3c2C#N)c(F)c1 | i | i
O=C(O)CC(NC(=O)C(c1ccccc1)c1ccccc1)c1ccc(F)cc1 (stereo unspecified) | i | i
CC1(C)CC(=O)C2=C(C1)OC1OC(=O)CC21C (stereo unspecified) | i | i
Cc1cc(=O)[nH]c(SCC(=O)NC(c2ccccc2)c2ccccc2)n1 | i | i
O=c1[nH]c2ccccc2nc1/C=C/c1ccccc1 | i | i
Cc1cc(N)n(-c2ccc(S(=O)(=O)N3CCOCC3)cc2[N+](=O)[O-])n1 | i | i
CN(C)c1cc(C(F)(F)F)nc(-c2ccccn2)n1 | i | i
O=C(COC(=O)C1CCCCC1C(=O)N1CCc2ccccc21)NCc1ccco1 (stereo unspecified) | i | i
COc1ccc(/C=C/C(=O)c2cc3cccc(OC)c3oc2=O)cc1 | i | i
O=C(COc1ccc2ccccc2c1)Nc1ccccc1C(=O)O | i | i
CC(=O)Cc1nsc(NC(=O)c2cccs2)n1 | i | i
O=C(N/N=C/c1ccc2c(c1)OCO2)C1CC1 | i | i

(more compounds)
SMILES | CHT allo act | CHT inh
CCc1sc(NC(=O)CN2CCC(C(N)=O)CC2)nc1-c1ccccc1 | i | i
CCn1c(Cc2ccccc2)nnc1SCC(=O)Nc1ccc2c(c1)OCO2 | i | i
COc1ccc(-c2cc(C3CCN(C(=O)OC(C)(C)C)CC3)[nH]n2)cc1 | i | i
CCOC(=O)C1CCCN(C(=O)CN2C(=O)COc3ccc(C(C)(C)C)cc32)C1 (stereo unspecified) | i | i
O=C(NC1CCS(=O)(=O)C1)c1cccs1 (stereo unspecified) | i | i
COc1cccc(-c2nnc(SCC(=O)Nc3cc(C)on3)n2C)c1 | i | i
